High-throughput results: PubChem BioAssay, several laboratories
ANO1 block: blocks the mouse calcium-activated chloride channel TMEM16A | AID 588511 | HEK293 TMEM16A/YFP iodide influx fluorescence, ionomycin | Q8BHY3 | normalized B-score (activity score, 25-100; higher = stronger inhibition) at 10 µM | actives 1.2% (n = 310,000);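 active = ratio plate-corrected score three or more library SD toward inhibition, starting fluorescence score within five deviations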;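 also: score derived from kinetic fluorescence span divided by baseline fluorescence per well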
TMEM16A act: activates or potentiates the mouse TMEM16A chloride channel. HEK293 TMEM16A/YFP-H148Q/I152L, iodide quench fluorescence; stronger effect = lower value. actives 0.3% (n = 340,000). B-score at 10 µM;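 active = fluorescence-ratio B-score plate-corrected deviation score at least 3 library SD below zero, with starting fluorescence score within 5 deviations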;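 also: channel opened by trigger with iodide after compound preincubation; score built on the fluorescence ratio of max minus min over baseline; more negative score means more quench and so TMEM16A activation or potentiation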
SKKanGAS inh: blocks kanamycin growth of S. pyogenes SKKanGAS strain; BacTiter-Glo, 6 h; inhibition, % at 7.5 µM; actives 1.3% (n = 300,000); AID 1662;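 active = mean replicate score, as percent of positive control median, at least 50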;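 also: strain carries kanamycin resistance gene driven by streptokinase promoter and grows in 40 µg/ml kanamycin; loss of luminescence reflects streptokinase promoter inhibition or plain growth inhibition; 0% = median of DMSO wells and 100% = positive control at its reference dose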
KCNK3 inh: human KCNK3 channel inhibition, primary screen | B-score at 10 µM | actives 0.84% (n = 340,000) | CHO-KCNK3 thallium flux, FluxOR fluorescence; stronger effect = lower value;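 active = B-score under library mean minus 4 SD, starting fluorescence ratio at most library mean plus 5 SD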;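 also: more negative B-score means stronger inhibition of thallium flux through KCNK3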
Target sequence (O14649 whole entry, looked up): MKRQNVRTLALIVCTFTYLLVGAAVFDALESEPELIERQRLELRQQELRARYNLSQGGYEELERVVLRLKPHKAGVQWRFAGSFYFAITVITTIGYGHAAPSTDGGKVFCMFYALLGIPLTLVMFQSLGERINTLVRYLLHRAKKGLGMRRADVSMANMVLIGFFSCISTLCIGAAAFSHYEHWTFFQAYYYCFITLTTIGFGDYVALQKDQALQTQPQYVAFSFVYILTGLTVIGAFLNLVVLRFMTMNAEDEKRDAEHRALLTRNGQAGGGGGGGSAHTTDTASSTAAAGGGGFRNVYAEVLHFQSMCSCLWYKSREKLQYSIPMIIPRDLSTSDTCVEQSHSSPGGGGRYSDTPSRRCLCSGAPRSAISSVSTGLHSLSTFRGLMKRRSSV
HDAC3 inhib: human HDAC3 inhibition. inhibition, % at 8.3 µM. actives 0.15% (n = 320,000). AID 2718. recombinant HDAC3, fluorogenic peptide/trypsin coupled, fluorescence; in the data active = inhibition above about 26%, passing the limit was not always enough
Target sequence (O15379 whole entry, looked up): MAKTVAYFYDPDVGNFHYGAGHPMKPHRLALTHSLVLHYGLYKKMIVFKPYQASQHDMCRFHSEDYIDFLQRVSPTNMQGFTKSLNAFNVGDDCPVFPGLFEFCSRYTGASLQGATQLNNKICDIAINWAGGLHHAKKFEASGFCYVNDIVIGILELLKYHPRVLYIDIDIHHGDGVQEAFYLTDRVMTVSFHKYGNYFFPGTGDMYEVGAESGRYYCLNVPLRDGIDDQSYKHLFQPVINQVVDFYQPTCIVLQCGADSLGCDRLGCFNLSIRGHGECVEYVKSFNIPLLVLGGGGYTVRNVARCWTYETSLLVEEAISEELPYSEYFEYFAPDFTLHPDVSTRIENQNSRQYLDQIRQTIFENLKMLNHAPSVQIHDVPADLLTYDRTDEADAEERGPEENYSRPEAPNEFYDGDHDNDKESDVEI
* hit, by the source's call; i = inactive; / = no result given. The list is partial (hit frequency here may not be typical).

SMILES	ANO1 block	TMEM16A act	SKKanGAS inh	KCNK3 inh	HDAC3 inhib
CC(NC(=O)COC(=O)CNS(=O)(=O)/C=C/c1ccccc1)c1ccccc1 (stereo not drawn)	/	i	/	i	-1
CCC1(c2ccccc2)NC(=O)N(CC(=O)Nc2cccc(S(=O)(=O)N3CCCC3)c2)C1=O (stereo not drawn)	/	i	/	i	-1
C[C@@H]1NC(=O)OC1c1ccco1 (stereo partly drawn)	/	i	/	i	2
Cc1ccc(S(=O)(=O)N2CCN(Cc3ccccc3)CC2)s1	/	i	/	i	1
COc1ccccc1N1CN(S(=O)(=O)c2ccc(C)cc2)c2nc3ccccc3nc21	/	i	/	-9.9*	4
CCCCOC(=O)c1ccc(NC(=O)CN2C(=O)NC3(CCCCCC3)C2=O)cc1	/	i	/	i	16
O=C(CCNC(=O)c1ccc(Cl)cc1)NC1CCCCCC1	/	i	/	i	9
CC(=O)NCCSc1ccc(S(=O)(=O)N2CCCC2)cn1	/	-21*	/	i	6
C=CC[C@@H](CC(=O)OC(C)(C)C)C(=O)OC[C@H]1CCCN1C(=O)[C@@H](CC=C)CC(=O)N[C@H](CO)Cc1ccccc1	/	i	/	i	8
COc1ccc(S(=O)(=O)N(C)C[C@H]2Oc3c(NC(=O)c4ccncc4)cccc3C(=O)N([C@H](C)CO)C[C@@H]2C)cc1	/	i	/	i	0
Clc1ccc(CN2CC[C@H]3C=CCc4cccc(c43)C2)cc1	/	i	/	i	2
Cc1onc(-c2ccccc2)c1C(=O)NNC(=O)c1ccccc1Br	/	i	/	i	-6
CC(C)(C)OC(=O)N[C@@H](C(=O)OC(C)(C)C)c1ccc2ccccc2c1	/	i	/	i	3
CCOc1cc(N2CCOCC2)c(OCC)cc1NC(=O)C1CC(=O)N(c2ccccc2OCC)C1 (stereo not drawn)	/	i	/	i	2
CCCCN(CCO)CCCC	/	i	/	i	-13
O=C(Cc1ccc(S(=O)(=O)N2CCOCC2)s1)OCc1ccc(Cl)cc1	/	i	/	i	3
COc1ccccc1[C@]1(C)ON(c2ccccc2C(F)(F)F)C1=O	/	i	/	i	4
C=CC[C@H](CC(=O)N[C@H](CO)Cc1ccccc1)C(=O)N[C@H](COC(=O)[C@@H](CC=C)CC(=O)OC(C)(C)C)Cc1c[nH]c2ccccc12	/	i	/	i	19
C[C@H](CO)N1C[C@H](C)[C@@H](CN(C)S(=O)(=O)c2ccccc2)Oc2ccc(NC(=O)Nc3ccc4c(c3)OCO4)cc2C1=O	/	i	/	i	1
CC(=O)c1ccccc1NC(=O)CSc1nc2ccccc2c(=O)n1CCCN1CCOCC1	/	i	/	i	3
O=C(c1ccc2nccnc2c1)N1CCN(c2cccc(C(F)(F)F)c2)CC1	/	i	/	i	-1
Cc1ccc2[nH]c(CCN(C)C)c(CN3CCOCC3)c2c1	/	i	/	i	6
COc1ccccc1NS(=O)(=O)c1cc(NC(=O)C(C)NC(N)=O)ccc1N1CCCC1 (stereo not drawn)	/	i	/	i	-1
Cc1ccc(NC(=O)COC(=O)c2nn(-c3ccc(Cl)cc3)cc2O)cc1	/	i	/	i	-17
C=CC[C@H](CC(=O)NCCO)C(=O)NCCOC(=O)[C@@H](CC=C)CC(=O)OC(C)(C)C	/	i	/	i	-2

(cont.)
SMILES	ANO1 block	TMEM16A act	SKKanGAS inh	KCNK3 inh	HDAC3 inhib
CC1CCCN(S(=O)(=O)c2cccc(C(=O)NCc3ccco3)c2)C1 (stereo not drawn)	/	i	/	i	-3
O=C(CC1CC2CCC1C2)N1CCN(S(=O)(=O)c2ccccc2[N+](=O)[O-])CC1 (stereo not drawn)	/	i	/	i	2
CN(CC(=O)Nc1ccc(Cl)c(C(F)(F)F)c1)C(=O)C1CC(=O)N(C2CCCC2)C1 (stereo not drawn)	/	i	/	i	13
COCC(C)n1c(SCC(=O)N2CCOCC2)nc2ccccc2c1=O (stereo not drawn)	/	i	/	i	-2
O=C(COC(=O)CNC(=O)C1CCCCC1)Nc1cccc(F)c1	/	i	/	i	5
O=C(CCN1C(=O)CSc2ccccc21)Nc1ccc(C(F)(F)F)cc1	/	i	/	i	8
CC(N)C(=O)NC(C(=O)N1CCCC1C(=O)NC(c1ccccc1)c1ccccc1)C(C)C (stereo not drawn)	/	i	/	i	3
Cn1c(=O)c2c(ncn2CC(=O)OCCCC(=O)c2ccc(Br)cc2)n(C)c1=O	/	i	/	i	-5
COc1cc2c(cc1OC)CN(CC(=O)Nc1ccccc1C(=O)NC1CC1)CC2	/	i	/	i	0
Cc1cnc(C(=O)N2CCN(S(=O)(=O)c3cccc(Br)c3)CC2)cn1	/	i	/	i	4
CC(=O)Nc1cccc(-c2cnc(N)c(C(=O)c3cccnc3)n2)c1	/	i	/	i	5
Cc1ccc(C2(C)NC(=O)N(CC(=O)NNC(=O)c3ccccc3)C2=O)cc1 (stereo not drawn)	/	i	/	i	-1
Cc1sc2ncnc(N3CCC(C(=O)Nc4ccc(S(N)(=O)=O)cc4)CC3)c2c1C	/	i	/	i	11
COc1cccc(-c2c(-c3cc(OC)cc(OC)c3)n(C)c3ccc(-c4ccc5cc[nH]c5c4)cc23)c1	/	i	/	i	0
COCCn1c(C)cc(C(=O)CN2c3cccc4cccc(c34)S2(=O)=O)c1C	/	i	/	i	3
COc1ccc(OC)c(-c2nnc3n2N=C(c2ccc(OC(F)F)c(OCC4CC4)c2)CS3)c1	/	i	/	i	-2
CC(C)(C)OC(=O)C[C@@H]1C/C=C\C[C@H](CC(=O)NCCO)C(=O)NC[C@H](c2ccccc2)OC1=O	/	i	/	i	1
NS(=O)(=O)c1cccc(NC(=O)CN2C(=O)C(=O)N(Cc3ccccc3)C2=O)c1	/	i	/	i	-15
CC(C)NC(=O)Nc1cccc2c1O[C@H](CN(C)S(=O)(=O)c1ccccc1)[C@@H](C)CN([C@H](C)CO)C2=O	/	i	/	i	-6
O=C(COC(=O)CCSc1ccc(F)cc1)NCc1ccc(F)cc1	/	i	/	i	0
O=C(CN1CCN(CN2C(=O)NC3(CCCCCC3)C2=O)CC1)Nc1cccc(F)c1	/	i	/	i	-2
COc1ccc(S(=O)(=O)N2CCOCC2)cc1NC(=O)CN1C(=O)NC2(CCCC2)C1=O	/	i	/	i	0
CC1Cc2ccccc2N1C(=O)CSc1nncs1 (stereo not drawn)	/	i	/	i	-1
O=S(=O)(c1c(Cl)cc(Br)cc1Cl)N1CCN(C(=S)NC2CC2)CC1	/	i	/	i	7
CCc1cc(C(=O)Nc2nc(-c3ccccn3)cs2)sc1C	/	i	/	-9.2*	7

Continued, starting with the last 6 of the part before.
SMILES	ANO1 block	TMEM16A act	SKKanGAS inh	KCNK3 inh	HDAC3 inhib
O=C(COC(=O)CCSc1ccc(F)cc1)NCc1ccc(F)cc1	/	i	/	i	0
O=C(CN1CCN(CN2C(=O)NC3(CCCCCC3)C2=O)CC1)Nc1cccc(F)c1	/	i	/	i	-2
COc1ccc(S(=O)(=O)N2CCOCC2)cc1NC(=O)CN1C(=O)NC2(CCCC2)C1=O	/	i	/	i	0
CC1Cc2ccccc2N1C(=O)CSc1nncs1 (stereo not drawn)	/	i	/	i	-1
O=S(=O)(c1c(Cl)cc(Br)cc1Cl)N1CCN(C(=S)NC2CC2)CC1	/	i	/	i	7
CCc1cc(C(=O)Nc2nc(-c3ccccn3)cs2)sc1C	/	i	/	-9.2*	7
CCC1Nc2ncnc(N3CCN(c4ccccc4)CC3)c2N(Cc2ccccc2)C1=O (stereo not drawn)	/	i	/	i	16
CN(CC(=O)Nc1cccc(F)c1)C(=O)c1sc2ccccc2c1Cl	/	i	/	i	4
CN(c1ccc(C(=O)COC(=O)C2CC2)cc1)S(C)(=O)=O	/	i	/	i	-3
CN1CCN(S(=O)(=O)c2ccc(N(C)Cc3ccc(C(F)(F)F)cc3)c([N+](=O)[O-])c2)CC1	/	i	/	i	12
COc1ccccc1C(=O)COC(=O)c1ccc(Cl)nc1	/	i	/	i	0
CNC(=O)C1CC(=O)N(c2ccc(OCC(=O)Nc3ccc(OC)cc3)cc2)C1 (stereo not drawn)	/	i	/	i	-2
CCCCC/C=C/C1=CC(=O)C[C@H](c2ccc(OC)cc2)C1	/	i	/	i	-1
Cc1csc(NC(=O)CSc2nc3nc(C)cc(C)n3n2)n1	/	i	/	i	-3
C=CC[C@@H](CC(=O)N(CCO)Cc1ccccc1)C(=O)N[C@@H](C)COC(=O)[C@@H](CC=C)Cc1ccc(F)cc1	/	i	/	i	13
COc1ccccc1NC(=O)[C@@H]1CCCN1S(=O)(=O)c1ccc(Cl)cc1	/	i	/	i	-4
COc1ccc(S(N)(=O)=O)cc1C(=O)NNC(=O)C1COc2ccccc2O1 (stereo not drawn)	/	i	/	i	1
Cc1nnc(NC(=O)C2CCN(S(=O)(=O)c3ccc(F)c(F)c3)CC2)o1	/	i	/	i	-1
CSCCC(NC(=O)c1ccco1)C(=O)NCC1CCCCC1 (stereo not drawn)	/	i	/	i	5
C[C@@]12C(=O)N(Cc3ccccc3)CC(=O)N1[C@H]1c3cc(Cl)ccc3OC[C@@H]1[C@@H]2c1ccccc1	/	i	/	i	-5
Cc1ccc(NC(=O)COC(=O)[C@@H]2CC(O)CN2S(=O)(=O)c2ccc3c(c2)OCCO3)cc1 (stereo partly drawn)	/	i	/	i	2
Cc1noc(C)c1CSCC(=O)Nc1cc(C(F)(F)F)ccc1N1CCOCC1	/	i	/	i	-2
CC(OC(=O)C1CC2CCCC(C1)C2=O)C(=O)Nc1cccc([N+](=O)[O-])c1 (stereo not drawn)	/	i	/	i	-2
C=CCC[C@H](Cc1ccc(F)cc1)C(=O)OC[C@@H](Cc1c[nH]c2ccccc12)NC(=O)[C@@H](CC=C)CC(=O)N[C@H](CO)Cc1ccccc1	/	i	/	i	6
O=C(NCC1CCCO1)c1cn(Cc2ccccc2)nc1-c1ccc(Cl)cc1 (stereo not drawn)	/	i	/	i	3
Cc1ccc(C(=O)OCC(=O)NC(C)C2CC3CCC2C3)cc1N (stereo not drawn)	/	i	/	i	-3
O=C(O)c1ccccc1NS(=O)(=O)c1cccc(NS(=O)(=O)c2cc(Br)ccc2Br)c1	/	i	/	i	2
COc1ccc(NC(=O)CNCc2ccc(Cl)cc2)cc1S(=O)(=O)N1CCOCC1	/	i	/	i	-2
Cc1c(Cl)cnc(NC(=O)COC(=O)C2CCCC2)c1Cl	/	i	/	i	2
COc1ccc(-c2sc3cc4c(cc3c2C#CC2(O)CCCCC2)OCO4)cc1	/	i	/	i	0
COc1cc(C2c3c(c(C)c(C)oc3=O)Oc3c(C)c(C)oc(=O)c32)ccc1OS(=O)(=O)c1ccc(C)cc1	/	i	/	i	7

Continued:
SMILES	ANO1 block	TMEM16A act	SKKanGAS inh	KCNK3 inh	HDAC3 inhib
C[C@H](NC(=O)c1ccco1)C(=O)NC1CCCCCC1	/	i	/	i	8
CN1CCCN(C(=O)CNC(=O)c2ccccc2F)CC1	/	i	/	i	-3
O=C(CN(Cc1ccco1)C(=O)c1ccccc1F)Nc1ccccc1C(F)(F)F	/	i	/	i	0
O=C(O)CCCNc1ccc(S(=O)(=O)Nc2ccccc2C(=O)O)cc1C(=O)O	i	i	/	i	/
O=C(NCc1ccccc1)C1CCN(S(=O)(=O)c2cccc3cccnc23)CC1	i	i	/	i	/
CCOC(=O)C1CCCN(c2c(N3CCN(c4ccccn4)CC3)c(=O)c2=O)C1 (stereo not drawn)	i	i	/	i	/
O=C1NC(c2ccco2)Nc2sc3c(c21)CCN(Cc1ccccc1)C3 (stereo not drawn)	i	i	/	i	/
Cc1ccc(CN2C(=O)N/C(=C\c3ccc(-c4ccc(C(=O)O)cc4C)o3)C2=O)cc1	i	i	/	i	/
C=CC[N+](C)(C)c1ccc(CCC(=O)CCc2ccc([N+](C)(C)CC=C)cc2)cc1	i	i	/	i	/
CC(C)N=C(N)N=C(N)Nc1ccc(Cl)cc1	i	i	/	i	/
Cc1cccc(CN2CCC(CNC(=O)C3CCCN(S(=O)(=O)c4cnc[nH]4)C3)CC2)c1 (stereo not drawn)	i	i	/	i	/
Cc1cccc(-n2nc3c(c2NC(=O)c2ccc(Br)o2)CSC3)c1C	i	i	/	i	/
O=C(C1CCN(S(=O)(=O)c2cccc3cccnc23)CC1)N1CCN(Cc2ccccc2)CC1	i	i	/	i	/
COC(=O)COc1cccc2c(=O)n(CC(=O)NCCc3ccccc3)ccc12	i	i	/	i	/
CCOC(=O)C1CCN(S(=O)(=O)c2c(C)[nH]c(=O)[nH]c2=O)CC1	i	i	-2	i	/
Fc1ccc(-c2nnc(NC3=NCCCCC3)o2)cc1	i	i	15	i	/
COc1ccccc1N1CCN(C(=O)C2c3ccccc3Oc3ccccc32)CC1	i	i	0	i	/
CCOC(=O)C1CCN(C(=O)CCc2nc3ccccc3[nH]2)CC1	i	i	-3	i	/
O=C(CN1CCN(S(=O)(=O)c2ccc(F)cc2)CC1)Nc1cc(C(F)(F)F)ccc1Cl	i	i	2	i	/
CCc1nc2nc(C)cc(Nc3cccc(C(F)(F)F)c3)n2n1	i	i	0	i	/
